uPA surface inh: blocks generation of uPA at the cell surface. cell surface uPA generation assay, qHTS. Potency, µM (top dose mostly 38.3 µM), for inactives: at the top dose activity change, negative = inhibition, most hits filed as inhibitors. 330,000 tested, 0.31% active. AID 540303; active = well fitted inhibition curve with a large enough effect; inconclusive = small, poorly fitted or top-dose-only effect; inactive = no such curve, though single readings can be large or run the other way; tested in mouse RAW 264.7 cells; note: % is set by controls: 0 for no effect and ±100 for the full control effect; nearly all actives have a fitted effect of over 55% in size
MBNL1-CUG inh: MBNL1-poly(CUG) RNA binding inhibition; Q9NR56; TR-FRET MBNL1-His/biotin-(CUG)12 binding, 665/545 ratio; Potency, µM (highest dose often 57.5 µM), for inactives: top-dose activity change, negative = inhibition, hits mostly inhibitors; 280,000 tested, 0.036% active; AID 2675; active = well fitted inhibition curve with a large enough effect in the signal ratio, with a control signal flat, not every such curve was filed as active; inconclusive = small, poorly fitted or top-dose-only effect, or effect the other way, or a change in a side signal; inactive = no such curve, though single readings can be large or run the other way; the % refers to the signal ratio; note: % is set by controls: 0 for no effect and ±100 for the full control effect
Target sequence (Q9NR56 whole entry, looked up): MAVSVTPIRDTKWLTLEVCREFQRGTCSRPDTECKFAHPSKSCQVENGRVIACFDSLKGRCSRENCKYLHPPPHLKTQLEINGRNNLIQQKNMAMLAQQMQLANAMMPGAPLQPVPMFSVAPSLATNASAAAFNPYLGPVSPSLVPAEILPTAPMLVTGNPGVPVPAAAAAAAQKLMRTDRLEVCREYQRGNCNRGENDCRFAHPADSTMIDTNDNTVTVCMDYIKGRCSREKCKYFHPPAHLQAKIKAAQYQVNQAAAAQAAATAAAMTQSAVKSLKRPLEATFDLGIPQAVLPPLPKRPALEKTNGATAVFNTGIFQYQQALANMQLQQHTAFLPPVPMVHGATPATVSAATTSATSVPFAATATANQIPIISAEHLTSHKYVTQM
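TR-FRET readout: Ex 340 nm, 665/545 nm emission ratio, normalized to buffer-only (basal) and MBNL1-(CUG)12 controls. Complex of MBNL1-His with Biotin-(CUG)12, compounds 92 nM–58 uM, incubated 60 min at room temperature.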
BRCA1 expr act: activators of BRCA1 expression | Potency, µM (highest dose often 46.1 µM), for inactives: top-dose activation, most hits filed as activators | MCF7-BRCA1-FFLuc reporter, luminescence, 48 h; response scale: scaled: vehicle 0%, 10 µM genistein 100% | AID 624202 | 380,000 tested, 1.1% active; note: nearly all actives have a fitted effect of over 80% in size; some results filed as inactive show a strong effect at the top dose
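Reporter cells (MCF7, BRCA1 promoter-firefly luciferase) received library compounds across a concentration series for 48 h. End-point luminescence was measured and concentration-effect curves derived after normalization.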
Rab9 prom act: Rab9 promoter activation; Potency, µM (top dose mostly 9.22 µM), inactives show at the highest dose activation, negative = inhibition, usual class: activators; 320,000 tested, 2.8% active; AID 485297; Huh7 Rab9 promoter-luciferase reporter, luminescence, 24 h; note: % of control where 0% means no effect; nearly all actives have a fitted effect of over 60% in size
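Rab9 promoter-driven luciferase in stably transfected Huh7 cells; 1500 cells/well rested 2 h, exposed to compound in DMSO for 24 h at 37 °C, 5% CO2. Luminescence read 10 min after adding luciferase reagent at ambient temperature.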
NPC1 promoter act: NPC1 promoter activation; Huh7 NPC1 promoter luciferase reporter, 24 h; Potency, µM (highest dose often 9.22 µM), without a hit: top-dose activation, actives largely listed as activators; 320,000 tested, 2.4% active; AID 485313;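 note: % of control where 0% means no effect; nearly all actives have a fitted effect of over 60% in size; reporter is driven by a mutant NPC1 promoter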
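In 1536-well qHTS, Huh7 cells harboring an NPC1 promoter–luciferase construct received compound for 24 h; activation was quantified by luminescence following luciferase reagent addition.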
p53 reactivation: mutant p53 re-activation in reporter cells; H1299 p53-A138V BP100-luciferase reporter, luminescence, 24 h; Potency, µM (titrated, usually from 92.2 µM), for the others: top-dose activity change, positive = activation, hits mostly activators; 320,000 tested, 0.063% active; AID 504706; note: % of control where 0% means no effect; nearly all actives have a fitted effect of over 45% in size
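H1299 (p53-null), stable ts p53-A138V + BP100-Luc; 1000 cells/well, Opti-MEM/10% FBS; cpd 4 pt, 1:5; 24 h, 37 deg C, 5% CO2; detection reagent 10 min RT; luminescence.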
VP16 counter: inhibits Gal4-VP16 luciferase reporter, ROR gamma counter-screen; Drosophila S2 Gal4-VP16 UAS-luciferase, luminescence, 20 h; Potency, µM (series often up to 53.6 µM), for inactives: at the top dose activity, negative = inhibition, hits mostly inhibitors; 310,000 tested, 3.5% active;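 note: Gal4-VP16 expression switched on by copper sulfate through the metallothionein promoter; % is set by controls: 0 for no effect and ±100 for the full control effect; nearly all actives have a fitted effect of over 50% in size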
MLL CXXC-DNA inh: blocks binding of human MLL CXXC domain to DNA; 290,000 tested, 0.037% active; AID 2662; MLL-CXXC / FITC-HOXA9 DNA fluorescence polarization; Potency, µM (top dose mostly 115 µM), for the others: at the top dose activity change, negative = inhibition, usual class: inhibitors; active = well fitted inhibition curve with a large enough effect in the polarisation, with a control signal flat, not every such curve was filed as active; inconclusive = small, poorly fitted or top-dose-only effect, or effect the other way, or a change in a side signal; inactive = no such curve, though single readings can be large or run the other way; the % refers to the polarisation
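Fluorescence polarization: 7 uM MLL-CXXC (stock) preincubated 5 min with compounds, then 50 nM fluorescein-HOX-A9 DNA (stock) added; 30 min ambient. Buffer 50 mM Tris-HCl pH 7.5, 50 mM NaCl, 1 mM DTT, 0.05% BSA.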
ELG1 genotox: genotoxicity induction in ELG1-luciferase HEK293T cells; Potency, µM (doses to about 46 µM), for inactives: top-dose activity change, positive = activation, most hits filed as activators; AID 504466; HEK293T ELG1-luciferase reporter, luminescence, 16 h; 330,000 tested, 1.3% active; note: % of control where 0% means no effect; nearly all actives have a fitted effect of over 60% in size
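HEK293T cells expressing luciferase-tagged ELG1 were exposed to compound or DMSO vehicle for 16 hr at 37 °C and 5% CO2. Luciferase activity was then measured with ONE-Glo after 30 min at room temperature.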
FLuc counter: inhibits or activates purified firefly luciferase, miR-21 counter-screen | P08659 | purified FLuc, Km substrates, luminescence inhibition | Potency, µM (doses to about 57.5 µM), for the others: at the top dose activity change, negative = inhibition, usual class: inhibitors | 360,000 tested, 6.9% active;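 note: plate controls were vehicle for no effect and reference inhibitor for full effect; nearly all actives have a fitted effect of over 55% in size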
Target sequence (P08659 whole entry, looked up): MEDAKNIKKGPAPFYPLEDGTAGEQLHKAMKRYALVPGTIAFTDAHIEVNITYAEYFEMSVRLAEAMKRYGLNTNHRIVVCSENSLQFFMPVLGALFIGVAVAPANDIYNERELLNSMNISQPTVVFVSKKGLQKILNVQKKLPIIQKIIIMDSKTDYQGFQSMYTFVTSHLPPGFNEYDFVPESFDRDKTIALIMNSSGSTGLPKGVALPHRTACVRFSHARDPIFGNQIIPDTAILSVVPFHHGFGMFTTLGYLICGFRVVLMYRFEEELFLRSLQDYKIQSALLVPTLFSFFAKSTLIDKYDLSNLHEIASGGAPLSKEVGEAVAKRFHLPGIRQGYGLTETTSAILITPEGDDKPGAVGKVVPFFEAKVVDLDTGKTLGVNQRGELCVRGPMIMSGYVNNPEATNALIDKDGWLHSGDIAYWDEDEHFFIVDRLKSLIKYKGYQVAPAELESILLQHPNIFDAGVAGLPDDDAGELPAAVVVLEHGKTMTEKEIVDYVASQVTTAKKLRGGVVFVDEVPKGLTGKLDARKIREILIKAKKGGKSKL
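Biochemical qHTS of compounds, final roughly 60 µM downward over six points, against 10 nM purified firefly luciferase using Km concentrations of substrates (10 uM D-luciferin, 10 uM ATP) in Tris acetate pH 7.5 buffer; luminescence output.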
RORgamma inh: inhibitors of mouse ROR gamma transcriptional activity | P51450 | Drosophila S2 Gal4-RORgamma UAS-luciferase reporter, 20 h | Potency, µM (titrated, usually from 53.6 µM), for the others: at the top dose activity change, negative = inhibition, hits mostly inhibitors | 310,000 tested, 5.4% active | AID 2551; note: % is set by controls: 0 for no effect and ±100 for the full control effect; nearly all actives have a fitted effect of over 60% in size
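Luminescence from a UAS-regulated Photinus luciferase reporter in stably transfected Drosophila Schneider cells is measured; decreased signal marks ROR gamma inhibition. Fusion expression is induced by 700 uM copper sulfate for 20 hr.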
Starred values were filed as active, the others as inactive; ? = inconclusive; · = no result given; & = joins results of further samples; [ ] = dose if it differs, or a comment. Unless noted, calls come from the whole dose curve; as a rule, active = well fitted curve in the direction sought with a large enough effect; inconclusive = small, poorly fitted or top-dose-only effect, or another doubt; inactive = no such curve, though single readings can be large; an effect the other way counts as inactive or inconclusive. Potency is the fitted concentration of half-maximal effect. These rows are one share of the data; rates above refer to the full screens.

nr	structure	uPA surface inh	MBNL1-CUG inh	BRCA1 expr act	Rab9 prom act	NPC1 promoter act	p53 reactivation
1	CCCOc1ccc(NC(=O)C2CC(=O)N/C(=N/N=C(C)/C=C/c3ccc(N(C)C)cc3)S2)cc1 (stereo not given)	0%	14%	36%	?	?	?
2	CCCN(CC(=O)Nc1ccccc1OC)C(=O)CSC(=S)N1CCCC1	-8%	·	-28%	-1%	-8%	2%
3	CCOC(=O)N1CCN(C(=O)CSCc2ccccc2)CC1	1%	·	11µM*	?	?	?
4	CCOC(=O)c1ccccc1NC(=O)CSc1nc2[nH]ncc2c(=O)[nH]1	14%	·	-4%	-3%	-4%	-2%
5	CCOc1ccccc1NC(=O)c1ccc(C(=O)Nc2ccccc2OCC)nc1	-3%	0%	-23%	5%	19%	7%
6	CCOc1ccc(N2C(=O)C3CC(C)=C(C)CC3C2=O)c([N+](=O)[O-])c1 (stereo not given)	·	14%	1%	0%	4%	-1%
7	COc1ccc2c(c1OC)C(=O)OC2C1c2c(cc3c(c2OC)OCO3)CCN1C (stereo not given)	?	?	-14%&-46%&0%	-4%&-5%&-5%	-2%&-5%&1%	-6%&-6%&-1%
8	O=C(c1ccc(S(=O)(=O)c2cccc(Cl)c2)c([N+](=O)[O-])c1)N1CCN(c2ccccn2)CC1	-15%	?	-91%	-1%	1%	-10%
9	CNC(=O)c1[nH]cnc1C(=O)Nc1cccc(Cl)c1	-3%	·	-17%	-2%	18%	5%
10	COc1ccc(C)cc1NC(=O)c1cc(S(=O)(=O)N2CCC3(CC2)OCCO3)ccc1F	0%	-4%	16%	-5%	-4%	-2%
11	CCOC(=O)CSc1nnc(-c2ccc(OC)cc2)n1CC	2%	-6%	1%	5%	-3%	-1%
12	O=C(NCCC1CCCCN1S(=O)(=O)c1ccccc1)C(=O)NCc1ccccc1 (stereo not given)	?	·	-41%	-4%	1%	0%

nr	VP16 counter	MLL CXXC-DNA inh	ELG1 genotox	FLuc counter	RORgamma inh
1	3.2µM*	75%[activator]	14%	2.4µM*	2.8µM*
2	·	·	2%	1%	·
3	1%	4%	17%	?	?
4	·	·	0%	0%	·
5	?	12%	12%	-2%	-12%
6	8%	-4%	8%	3%	6%
7	-6%&6%	24%&1%&-8%	2%&3%&-7%	-1%&1%&4%	14%&10%
8	?	-14%	-13%	6%	?
9	·	·	11%	1%	·
10	-1%	2%	-5%	2%	4%
11	-13%	8%	-2%	7%	-1%
12	·	·	-3%	-1%	·

Additional entries follow.
nr	structure	uPA surface inh	MBNL1-CUG inh	BRCA1 expr act	Rab9 prom act	NPC1 promoter act	p53 reactivation
13	Cc1ccc(N(C)C(=O)N2CCN(c3ccccn3)CC2)cc1	15%	4%	-40%	-2%	-9%	0%
14	CCN(CC(=O)NC(C)C)C(=O)c1ccc(Cl)cc1	0%	-8%	-6%	-2%	-3%	3%
15	Cc1cccc(/C=C/c2onc(C)c2S(=O)(=O)N2CCC(C(=O)N3CCCCC3)CC2)c1	-15%	9%	-26%	-8%	-5%	-9%
16	CC(C)COC(=O)N1CCCC1C(=O)O (stereo not given)	6%	-4%	-8%	3.2µM*	7%	?
17	C=CCc1c(C)nc(SCCC)[nH]c1=O	4%	-4%	-9%	-5%	7%	-3%
18	CC(Oc1ccc(Br)cc1)C(=O)N1CCC(C(N)=O)CC1 (stereo not given)	3%	-5%	-9%	-2%	-1%	6%
19	CC(C)NC(=O)c1ccc(-n2nc(C(F)(F)F)c3c2CCCC3)cc1	2%	-5%	-6%	0%	0%	4%
20	NC(=O)c1ccsc1NC(=O)COC(=O)CNC(=O)c1cccc([N+](=O)[O-])c1	9%	·	-4%	1%	-1%	2%
21	CCOc1ccc(S(=O)(=O)Nc2cc(OC)ccc2OC)cc1	-11%	-3%	-74%	-16%	-7%	21%
22	CC1(COS(N)(=O)=O)CCCCC1	-4%	-5%	4%	-2%	1%	·
23	Cc1ccc(C2CN(C)C3(C(=O)Nc4ccccc43)C23COc2ccccc2C3=O)cc1 (stereo not given)	-7%	3%	-93%	4%	3%	-4%
24	O=C(O)c1cc(-c2ccc(O)cc2)on1	-1%	-5%	-2%	0%	-4%	-1%

nr	VP16 counter	MLL CXXC-DNA inh	ELG1 genotox	FLuc counter	RORgamma inh
13	-3%	-1%	-7%	-2%	15%
14	-2%	2%	3%	1%	-14%
15	-5%	0%	-7%	0%&-2%	3%
16	-2%	-15%	4%	1%	23%
17	4%	-3%	2%	1%	8%
18	0%	-6%	-1%	1%	7%
19	-3%	7%	-7%	-1%	8%
20	·	·	-3%	4%	·
21	-4%	-3%	?	6%	10%
22	2%	11%	0%	4%	?
23	-5%	7%	-2%	-15%	20%
24	-14%	17%	0%	3%	5%

Next part
nr	structure	uPA surface inh	MBNL1-CUG inh	BRCA1 expr act	Rab9 prom act	NPC1 promoter act	p53 reactivation
25	COc1ccc(NC2=NC(=S)N(c3ccccc3C)C23CCCCC3)cc1	6%	0%	3%	0%	-1%	0%
26	C/C(=N/NS(=O)(=O)c1ccc(Cl)cc1)c1cccc(NC(=O)c2ccncc2)c1	2%	-1%	-3%	0%	-4%	-15%
27	COC(=O)CSc1nnc(CNC(=O)c2ccc(S(=O)(=O)N3CCOCC3)cc2)n1C	10%	9%	8%	-6%	-8%	1%
28	COc1ccc(NS(=O)(=O)c2cccc(C(=O)NNC(=O)CNC(=O)c3ccco3)c2)cc1	6%	3%	-1%	7%	2%	-1%
29	Cc1ccc(NC(=O)CNc2cccc(C)c2C)c(C)c1	1%	-2%	37%	-3%	12%	-6%
30	O=C(/C=C/c1ccc(OC2CSC2)cc1)c1ccccc1	4%	-1%	-86%[inhibitor]	1.8µM*	3.5µM*	21%
31	CCOc1cc(S(=O)(=O)NCc2ccc3c(c2)OCO3)ccc1F	3%	6%	-20%	-3%	-1%	-1%
32	CCc1ccc(NC(=O)C(=O)N/N=C(\C)CC(=O)Nc2ccccn2)cc1	2%	-2%	8%	0%	1%	?
33	O=C(Nc1ccccc1)C(c1ccccc1)C1CCCC1 (stereo not given)	-13%	-5%	-27%	2%	-5%	8%
34	O=C(O)c1ccc(C(=O)c2ccc3c(c2)C(=O)N(CC2CCCO2)C3=O)cc1 (stereo not given)	7%	?	12%	-3%	-1%	3%
35	COc1ccccc1NC(=O)Cc1cccc2ccccc12	-1%	8%	-4%	-2%	3%	1%
36	COc1ccc(OC)c(Cc2nnc(CCC(=O)N3CCCCC3c3nccs3)o2)c1 (stereo not given)	12%	-12%	?	3.5µM*	?	8%

nr	VP16 counter	MLL CXXC-DNA inh	ELG1 genotox	FLuc counter	RORgamma inh
25	?	11%	4%	3%	7.1µM*
26	1%	7%	-2%	-17%	39%
27	0%	1%	2%	0%	-16%
28	-1%	16%	2%	-3%	-2%
29	14%	-1%	6%	0%	?
30	-11%	-3%	?	0.54µM*	-11%
31	2%	10%	-4%	2%	4%
32	-7%	12%	14%	?	27%
33	-2%	10%	-6%	-2%	4%
34	-18%	0%	1%	1%	2%
35	-8%	-3%	-4%	-9%	-2%
36	28%	-2%	?	24µM*	12%

Looked up one by one from the entries so far, 5 records:
nr	structure	uPA surface inh	MBNL1-CUG inh	BRCA1 expr act	Rab9 prom act	NPC1 promoter act	p53 reactivation
31	CCOc1cc(S(=O)(=O)NCc2ccc3c(c2)OCO3)ccc1F	3%	6%	-20%	-3%	-1%	-1%
26	C/C(=N/NS(=O)(=O)c1ccc(Cl)cc1)c1cccc(NC(=O)c2ccncc2)c1	2%	-1%	-3%	0%	-4%	-15%
36	COc1ccc(OC)c(Cc2nnc(CCC(=O)N3CCCCC3c3nccs3)o2)c1 (stereo not given)	12%	-12%	?	3.5µM*	?	8%
35	COc1ccccc1NC(=O)Cc1cccc2ccccc12	-1%	8%	-4%	-2%	3%	1%
30	O=C(/C=C/c1ccc(OC2CSC2)cc1)c1ccccc1	4%	-1%	-86%[inhibitor]	1.8µM*	3.5µM*	21%

nr	VP16 counter	MLL CXXC-DNA inh	ELG1 genotox	FLuc counter	RORgamma inh
31	2%	10%	-4%	2%	4%
26	1%	7%	-2%	-17%	39%
36	28%	-2%	?	24µM*	12%
35	-8%	-3%	-4%	-9%	-2%
30	-11%	-3%	?	0.54µM*	-11%

Screening data deposited in PubChem BioAssay by National Center for Advancing Translational Sciences (NCATS).
